# Compound activity: PubChem, several laboratories
# LMPTP inh = LMPTP phosphatase inhibitors, primary screen, biochemical, fluorescence intensity, uHTS | recombinant LMPTP-A, OMFP fluorogenic substrate | inhibition, % at 20 µM | AID 651560, 2012 | actives 0.22% (n = 360,000) | Low molecular weight phosphotyrosine protein phosphatase (Homo sapiens), P24666;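 active = compounds that cut the enzyme signal by at least half of the control window in the single-dose screen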;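 note: plate controls were DMSO wells with enzyme plus substrate for no effect and substrate without enzyme for full effect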
# Target sequence (P24666 whole entry, looked up): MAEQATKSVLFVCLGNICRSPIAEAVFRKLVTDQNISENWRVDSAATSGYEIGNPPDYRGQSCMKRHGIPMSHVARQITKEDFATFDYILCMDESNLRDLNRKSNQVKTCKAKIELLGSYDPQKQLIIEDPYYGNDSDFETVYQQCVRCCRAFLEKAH
#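 Material: LMPTP-A; amount: 0.625 nM enzyme; doses: single 20 µM dose; times: reaction 50 min, room temperature, dark; technique: fluorescence intensity of OMFP turnover product; benchmarks: no-enzyme and uninhibited controls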
# NadD inh = inhibitors of S. aureus NadD, primary screen, biochemical, colorimetric, uHTS | actives 0.78% (n = 360,000) | purified NadD enzyme, colorimetric absorbance read-out | inhibition, % at 20 µM | Nicotinate-nucleotide adenylyltransferase NadD (Staphylococcus aureus N315) | AID 602399, 2012; in the data active = inhibition above about 26%; note: some compounds past the cut are filed as inactive
# NRP1-CendR mod = modulators of CendR peptide binding to NRP-1, primary screen, biochemical, fluorescence polarization, uHTS; actives 0.85% (n = 360,000); AID 602438, 2012; Neuropilin-1 (Homo sapiens), O14786; inhibition, % at 25 µM; FAM-RPARPAR peptide binding to NRP-1;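 active = inhibition or corrected inhibition above about 18%, plus a signal ratio from 0.5 to 1.5, limit read from the data, passing the limit was not always enough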; note: strong numbers were not always called active
# Scp1 inh = Scp-1 phosphatase inhibitors, primary screen, biochemical, colorimetric, uHTS. Carboxy-terminal domain RNA polymerase II polypeptide A small phosphatase 1 (Homo …. Recombinant Scp1, phosphopeptide, malachite green phosphate absorbance. inhibition, % at 20 µM. actives 0.88% (n = 340,000). AID 493091, 2011;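 active = inhibition above about 50% at 20 µM, limit read from the data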;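 note: plate controls were DMSO wells with enzyme for no effect and wells lacking enzyme for full effect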
# Target sequence (Q9GZU7 76-261 limits assumed): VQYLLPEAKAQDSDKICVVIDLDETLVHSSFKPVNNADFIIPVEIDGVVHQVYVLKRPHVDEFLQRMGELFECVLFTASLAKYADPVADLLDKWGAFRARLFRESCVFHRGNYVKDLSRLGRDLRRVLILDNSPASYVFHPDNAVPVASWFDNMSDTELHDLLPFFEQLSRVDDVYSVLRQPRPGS
#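 Assay system: SCP-1 catalytic fragment, aa 76-261 | Buffer or medium: Tris acetate buffer pH 5.5 with MgCl2 and Tween-20 | Compound: One concentration, 20 µM, with 1.0% DMSO | Also added: Phospho 17-mer peptide substrate | Signal: Absorbance at 630 nm | Incubation: 45 min enzyme reaction at room temperature | Measure: % inhibition of SCP-1 phosphate liberation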
# TbMetRS inhib = T. brucei MetRS inhibitors, primary screen, biochemical, luminescence. actives 0.4% (n = 360,000). methionyl-tRNA synthetase (Trypanosoma brucei brucei). purified T. brucei MetRS, ATP depletion, Kinase-Glo luminescence. inhibition, % at 11.9 µM;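 active = inhibition above a per-plate cutoff of the control wells' mean inhibition plus 3 SD, cut at about 5.5% in these data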;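 note: 0% = DMSO wells median and 100% = median of wells with control inhibitor compound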
#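 Material: T. brucei methionyl-tRNA synthetase, purified; reagent: substrates ATP, L-methionine and bulk Escherichia coli tRNA; dosing: 11.9 µM single point; timing: 15 min plus 2 h at 25 °C; detection: luminescence of leftover ATP; evaluation: % inhibition; control set: DMSO-only wells as low control; replicates: singlicate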
# SKN-1 block = suppressors of acrylamide-induced Pgst-4::GFP reporter in worms, primary screen, SKN-1 inhibitor project, whole organism, uHTS, GFP/RFP fluorescence ratio, strain VP596. C. elegans VP596 Pgst-4::GFP/RFP ratio, 24 h. inhibition, % at 21.8 µM. actives 0.49% (n = 360,000);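 active = interference check ratio from 0.5 to 1.5 plus GFP to RFP signal ratio inhibition reaching or exceeding a fixed threshold, cut at about 30% in these data, passing the limit was not always enough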; note: some compounds called inactive have numbers as strong as hits
# SUMO1 PPI mod = modulators of SUMO1 protein-protein interactions, primary screen, biochemical, uHTS. SUMO1 binding to a labelled peptide, TR-FRET, 1 h. actives 0.33% (n = 360,000). Small ubiquitin-related modifier 1 (Homo sapiens), P63165. inhibition, % at 20 µM; in the data active = inhibition above about 37%
# Target sequence (P63165 whole entry, looked up): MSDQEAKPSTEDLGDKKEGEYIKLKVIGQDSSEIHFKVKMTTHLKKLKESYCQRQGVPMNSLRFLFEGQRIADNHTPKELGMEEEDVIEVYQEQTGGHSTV
# Neddyl block = inhibitors of cullin neddylation, primary screen, biochemical, TR-FRET, uHTS, NAE and Ubc12 | calls only at 25 µM | actives 0.58% (n = 360,000) | AID 651699, 2012; in the data active = inhibition above about 36%
# STEP block = STEP phosphatase inhibitors, primary screen, biochemical, fluorescence intensity, uHTS. Tyrosine-protein phosphatase non-receptor type 5 (Homo sapiens), P54829. recombinant STEP, OMFP fluorogenic substrate. inhibition, % at 20 µM. actives 0.25% (n = 360,000). AID 588621, 2011;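 active = inhibition at 20 µM, scaled per plate between control wells, above about 37%, limit read from the data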;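 note: 0% = DMSO with enzyme and substrate and 100% = substrate only without enzyme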
#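 Material: STEP (striatal-enriched tyrosine phosphatase) enzyme, cell-free | Medium: 50 mM Bis-Tris pH 6.0 with 2.5 mM DTT and 0.005% Tween 20 | Read-out: Percent inhibition scaled to no-enzyme and uninhibited-enzyme controls, plate-pattern corrected | Signal: Fluorescence read at 480 nm ex / 540 nm em | Times: 20 min reaction, room temperature, in the dark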
# DNMT1 block = human DNMT1 methyltransferase inhibitors, primary screen, biochemical, molecular beacon, fluorescence, HinP1I cleavage, uHTS. inhibition (reported as % activation of signal), % at 10 µM. actives 0.83% (n = 360,000). AID 588458, 2011; in the data active = inhibition above about 50%
# * marks the source's active call; other numbers are inactive results; i = inactive; . = no result given.
LMPTP inh | NadD inh | NRP1-CendR mod | Scp1 inh | TbMetRS inhib | SKN-1 block | SUMO1 PPI mod | Neddyl block | STEP block | DNMT1 block | mol
-0.3 | -7.0 | -5.8 | -7.5 | 0.0 | -9.3 | 0.6 | i | 3.8 | -2.9 | COc1cccc(CC2(CO)CCN(Cc3cnc(-c4cccc(C)c4)nc3)CC2)c1
-0.9 | -4.0 | -6.4 | -2.6 | -0.5 | -6.5 | -21.5 | i | 3.3 | -2.4 | CN(C)/C=C/C(=O)c1cnc(-c2ccccn2)s1
1.6 | 5.7 | -7.6 | -6.8 | -1.1 | 8.4 | -5.7 | i | 0.8 | -11.3 | CCn1c(O)c(/C=C2\C=Nc3ccccc32)sc1=Nc1ccccc1
-0.2 | -4.2 | -3.8 | 2.7 | -0.3 | -4.8 | 1.0 | i | -2.3 | -0.7 | COc1ccc(CCNC(=O)CN(c2ccccc2)S(C)(=O)=O)cc1
-0.1 | 5.3 | -7.1 | -8.4 | -0.1 | 13.1 | -10.2 | i | -3.5 | -5.5 | Cn1cccc1C(=O)C(=O)Nc1ccc(F)c(F)c1
-6.9 | -1.8 | 2.9 | -5.7 | -0.4 | 3.3 | -26.6 | i | 0.3 | -1.0 | COc1ccc(NS(=O)(=O)c2ccc(C)c(C(=O)NCC(c3ccco3)N3CCCCC3)c2)cc1 (stereo not drawn)
1.0 | -2.1 | 8.0 | -4.7 | 0.2 | 5.8 | -24.6 | i | -2.8 | -3.3 | Cc1cc2nc(-c3cc(N4CCOCC4)ccc3[N+](=O)[O-])ccn2n1
2.2 | 16.7 | 8.5 | -0.8 | -0.8 | -6.6 | -18.1 | i | 6.5 | -8.7 | Cc1ccc(O)c(C2=Nc3ccccc3N=C(c3cccc([N+](=O)[O-])c3)C2)c1
-0.2 | -1.7 | -16.0 | . | -0.5 | -2.0 | 5.9 | i | 2.9 | 9.9 | CCCc1nc2ccc(C)cn2c1Cc1ccccc1C(F)(F)F
0.4 | -6.3 | -10.1 | -7.7 | -0.4 | -4.3 | -4.3 | i | -3.2 | -6.3 | O=C(COC(=O)c1ccc(CO)cc1)c1ccc(S(=O)(=O)N2CCCCC2)cc1
0.1 | -5.7 | 6.8 | -9.6 | -0.3 | 6.7 | 8.8 | i | 3.6 | -8.0 | CC1c2ccccc2N(S(=O)(=O)c2ccccc2)C1C (stereo not drawn)
4.7 | 2.3 | 3.4 | -3.3 | -0.6 | 9.0 | -3.5 | i | 3.8 | -3.1 | CCN(CC)c1ccc(NC(=S)NC(=O)c2cccs2)cc1
0.5 | -1.3 | -1.9 | -6.7 | 0.6 | -0.4 | -0.6 | i | -2.7 | 0.4 | O=C(c1ccc(F)cc1)N1CCC(O)(c2cccnc2)CC1
0.5 | 0.3 | 0.7 | -11.2 | -0.6 | -2.9 | -1.7 | i | -3.2 | 1.4 | O=C(CCN1C(=O)C2C3C=CC(C3)C2C1=O)Nc1ccccn1 (stereo not drawn)
-1.3 | -8.2 | -5.7 | -2.7 | -1.3 | 6.3 | 3.9 | i | -3.1 | 6.4 | CCCC(NC(=O)CCl)c1ccccc1 (stereo not drawn)
-1.9 | -3.0 | -6.6 | -2.3 | -0.1 | -3.9 | 3.0 | i | -1.7 | 2.3 | CC(C)[C@H]1COC(NC2=N[C@@H](C(C)C)CO2)=N1
-0.3 | -1.3 | 2.4 | 0.0 | -0.7 | -1.3 | 1.1 | i | 0.6 | 4.1 | CCC(CC)C(=O)NCCCCc1ccccc1
-0.3 | -0.6 | -2.5 | -0.7 | -1.4 | 7.2 | -1.0 | i | -1.0 | 10.9 | O=S1(=O)CCC(NC(=S)SCCOc2ccccc2)C1 (stereo not drawn)
4.2 | -3.5 | 9.3 | -4.8 | -0.1 | 9.5 | -2.9 | i | 0.2 | 2.3 | Cc1ccc(S(=O)(=O)NCC(c2ccco2)N2CCc3ccccc32)cc1 (stereo not drawn)
1.1 | 14.1 | 2.2 | -1.7 | -0.4 | 28.5 | -2.6 | i | -0.3 | 1.1 | COc1ccc(OC)c(CCNC(=O)CCc2nnc3ccc(N4CCCC4)nn23)c1
-0.4 | 1.0 | -3.9 | -10.4 | -0.6 | 13.8 | -3.2 | i | -2.6 | 0.6 | Cc1noc(C)c1COC(=O)Cn1c(C)nc2ccccc21
1.3 | -4.8 | 0.1 | . | 0.3 | -3.8 | 6.0 | i | 2.7 | 2.4 | CC1(C)OC(=O)C2=C(CC(CCc3ccccc3)OC2c2ccccc2)O1 (stereo not drawn)
10.7 | 19.5 | -62.7 | -3.8 | 0.0 | 23.1 | 22.6 | i | 2.6 | 80.6* | O=C(Nc1nc(-c2ccco2)c(-c2ccco2)s1)c1ccco1
0.1 | -3.7 | -0.5 | -8.4 | -0.1 | 20.6 | -1.8 | i | 1.4 | -10.6 | CC(C)(C)CN1CCNC(=O)C1CC(=O)NCc1cccc(-n2cccn2)c1 (stereo not drawn)
-1.8 | 2.0 | -0.5 | -3.9 | -1.0 | -1.3 | -2.8 | i | 0.7 | 0.5 | Cc1cccc(N2C(=O)SC(SC(=Nc3ccccc3)Nc3ccccc3)C2=O)c1 (stereo not drawn)
-1.1 | -1.4 | -3.4 | 5.7 | -0.9 | 8.8 | 2.3 | i | 2.4 | 0.6 | O=C(Nn1c(C2CC2)nc2ccccc2c1=O)c1ccco1
1.0 | -4.5 | -4.6 | 3.5 | -1.0 | 4.8 | -2.7 | i | -1.8 | 2.5 | Nc1cc(=O)[nH]c(SCC(=O)Nc2ccc(S(=O)(=O)N3CCCCC3)cc2)n1
0.0 | 5.7 | -4.3 | -5.6 | 0.1 | 0.8 | 8.9 | i | -0.4 | -10.5 | Cc1ccc(C(=O)Nc2ccc3cn[nH]c3c2)cc1S(=O)(=O)N1CCOCC1
3.3 | -0.6 | 4.6 | -12.1 | -0.3 | -20.9 | 2.0 | i | 2.8 | -2.6 | CCOC(=O)Cn1c(S(=O)(=O)Cc2ccc(Cl)cc2)nc(-c2ccccc2)c1-c1ccccc1
1.5 | -2.5 | 7.4 | -11.9 | -0.7 | 21.6 | 2.9 | . | 4.1 | -2.9 | Cc1cc(N2CCCCC2)n2ncc(-c3ccccc3)c2n1
1.7 | 16.2 | -2.1 | -7.3 | 0.0 | -2.6 | -1.9 | i | -0.7 | -3.1 | O=C1S/C(=C/c2ccccc2)C(=O)N1CC(O)Cn1c2ccccc2c2ccccc21 (stereo not drawn)

# Entries from the list above with a halogen, in the order listed:
LMPTP inh | NadD inh | NRP1-CendR mod | Scp1 inh | TbMetRS inhib | SKN-1 block | SUMO1 PPI mod | Neddyl block | STEP block | DNMT1 block | mol
-0.1 | 5.3 | -7.1 | -8.4 | -0.1 | 13.1 | -10.2 | i | -3.5 | -5.5 | Cn1cccc1C(=O)C(=O)Nc1ccc(F)c(F)c1
-0.2 | -1.7 | -16.0 | . | -0.5 | -2.0 | 5.9 | i | 2.9 | 9.9 | CCCc1nc2ccc(C)cn2c1Cc1ccccc1C(F)(F)F
0.5 | -1.3 | -1.9 | -6.7 | 0.6 | -0.4 | -0.6 | i | -2.7 | 0.4 | O=C(c1ccc(F)cc1)N1CCC(O)(c2cccnc2)CC1
-1.3 | -8.2 | -5.7 | -2.7 | -1.3 | 6.3 | 3.9 | i | -3.1 | 6.4 | CCCC(NC(=O)CCl)c1ccccc1 (stereo not drawn)
3.3 | -0.6 | 4.6 | -12.1 | -0.3 | -20.9 | 2.0 | i | 2.8 | -2.6 | CCOC(=O)Cn1c(S(=O)(=O)Cc2ccc(Cl)cc2)nc(-c2ccccc2)c1-c1ccccc1
